# West Nile antiviral = West Nile virus antiviral activity, cell-based, CPE readout (AID 1621); 0.02% of 290,000 active; one-dose CPE inhibition, % at 10 µM; IC50 in µM for titrated hits; West Nile virus-infected cells, CPE inhibition; higher % means a stronger effect; in the data active = a potency from the dose series; also: strong numbers were not always called active
# NTR1 agonist = agonists of NTR1, primary screen, imaging, U2OS cells, beta-arrestin-GFP, high content (AID 493036); P30989; activation, % at 20 µM; 0.17% of 330,000 active; NTR1-U2OS beta-arrestin-GFP spot imaging, agonist mode;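 active = activation at or above 40% of the spot to cytoplasm intensity ratio, with at least 20 cells analyzed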;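 also: 0% = DMSO without peptide and 100% = 100 nM NTR1 peptide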
# Target sequence (P30989 whole entry, looked up): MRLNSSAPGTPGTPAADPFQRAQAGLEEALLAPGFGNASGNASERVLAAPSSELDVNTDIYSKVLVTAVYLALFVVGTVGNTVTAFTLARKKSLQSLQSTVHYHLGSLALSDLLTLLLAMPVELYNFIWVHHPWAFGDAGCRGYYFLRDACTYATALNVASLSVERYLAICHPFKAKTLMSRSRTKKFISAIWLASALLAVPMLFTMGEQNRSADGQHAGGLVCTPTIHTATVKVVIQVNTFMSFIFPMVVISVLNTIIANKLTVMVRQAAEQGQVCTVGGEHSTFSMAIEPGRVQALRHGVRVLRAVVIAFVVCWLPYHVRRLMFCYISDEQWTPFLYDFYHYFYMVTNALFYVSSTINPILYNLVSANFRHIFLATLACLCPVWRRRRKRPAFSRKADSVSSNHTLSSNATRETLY
# KOR beta-arrestin-1 = KOR agonists, beta-arrestin recruitment, primary screen, cell-based, luminescence, uHTS (AID 1777); KOR beta-arrestin recruitment, luminescence; higher % means a stronger effect; 0.02% of 280,000 active; one-dose activation, % at 10 µM; EC50 in µM for titrated hits; in the data active = activation above about 50%, passing the limit was not always enough; also: a part of the inactive calls stands beside numbers as strong as those of hits
# GPR35 antagonists = inhibition of zaprinast-stimulated GPR35 beta-arrestin translocation – imaging, U2OS, beta-arrestin-GFP, zaprinast agonist, primary screen (AID 2058); U2OS GPR35 beta-arrestin-GFP translocation imaging, zaprinast antagonism; higher % means a stronger effect; inhibition, % at 10 µM, or IC50 in µM where a hit was titrated; 0.052% of 290,000 active;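 active = inhibition of at least 50% with at least 30 cells and total cytoplasm GFP at most 10,000,000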
# KOR beta-arrestin-2 = kappa opioid receptor blockers – cell-based, luminescence, uHTS (AID 1778); KOR beta-arrestin recruitment, luminescence, antagonist mode; higher % means a stronger effect; one-dose inhibition, % at 10 µM; IC50 in µM for titrated hits; 0.091% of 290,000 active; in the data active = inhibition above about 50%; also: strong numbers were not always called active
# PhoP inhibition = PhoP-dependent GFP reporter repression – Salmonella Typhimurium, primary screen (AID 1863) | S. Typhimurium PhoP-regulated promoter GFP reporter, 4 h; higher % means a stronger effect | one-dose inhibition, % at 50 µM; IC50 in µM for titrated hits | 0.16% of 300,000 active;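 active = inhibition over 29.93%, a cutoff 3 SD above the screen mean, later confirmed by dose response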;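 also: 0% = low Mg2+ inducing control and 100% = high Mg2+ repressing control; strong numbers were not always called active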
# GPR55 beta-arrestin = selective activators of receptor GPR55 – imaging, U2OS cells, beta-arrestin-GFP redistribution, primary screen (AID 1961); U2OS GPR55 beta-arrestin-GFP redistribution imaging; higher % means a stronger effect; activation, % at 10 µM, or EC50 in µM where a hit was titrated; 0.048% of 290,000 active;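 active = activation above 40% with more than 50 cells counted in the well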;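 also: U2OS osteosarcoma cells stably expressing GPR55 and beta-arrestin-GFP; plate controls were DMSO negative control for no effect and LPI positive control for full effect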
# T cell modulator = T cell immune modulation candidate; calls only at 7 µM; 2C CD8+ T cell-vesicle binding, flow cytometry; stronger effect = lower value; 0.068% of 330,000 active;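 active = response, share of CD8 T cells binding vesicles, and their 90th percentile fluorescence all below set limits, cut at about 80% in these data, passing the limit was not always enough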
#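 Read-out – percent CD8+ FL2 mean versus row control · System – murine 2C transgenic CD8+ T lymphocytes · Times – 1.5 h cell–vesicle binding at 37 °C, then 20 min icy labelling · Control set – naked vesicles low, QL9 vesicles with vehicle high · Detection – cytometric PE anti-B7-1 and Alexa647 anti-CD8 signals after 1% paraformaldehyde fixation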
# GPR55 LPI antagonism = GPR55 antagonists blocking LPI-driven arrestin recruitment, primary screen, imaging, U2OS, beta-arrestin-GFP, LPI agonist (AID 2013). inhibition, % at 10 µM, or IC50 in µM where a hit was titrated. 0.13% of 290,000 active. U2OS GPR55 beta-arrestin-GFP translocation imaging, LPI antagonism; higher % means a stronger effect;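 active = spots per cell inhibited over 60%, with over 100 cells counted and total cytoplasm intensity under 500,000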;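 also: U2OS cells stably carrying GPR55 and arrestin-GFP stimulated by 5 µM LPI near EC80; imaged beta-arrestin-GFP aggregate spots per cell after agonist stimulation; plate controls were LPI-stimulated DMSO wells for no effect and DMSO wells without LPI for full effect; some results filed as inactive read as strong as hits; confirmed hits need IC50 under 10 µM and bright autofluorescent wells are also inconclusive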
# T cell modulator vesicle-bound % = second read-out of T cell modulator, no call of its own (marks repeat the call); double positive events, %; measured here: CD8+ vesicle-bound cell fraction;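 binding gate set so that unloaded-vesicle control wells show 10% double positive cells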
# NTR1 agonist cell count 20 µM = further read-out of NTR1 agonist, marked with its call; cell count; measured here: cell count, cytotoxicity flag
# Numbers without * were called inactive; i = inactive; . = no result given; [ ] = remark or other dose. Compounds as they come. Share with any hit: about 0.62%.
[1] Cc1cc(=O)[nH]c(N)n1
[2] COc1cccc(C2NC(=O)NC(C)=C2C(=O)Nc2ccc(C)cc2)c1 (stereo unspecified)
[3] CCCCn1c(SCC2CCCO2)nc2cc(S(N)(=O)=O)ccc21 (stereo unspecified)
[4] C/C=C(\C)CN1CCC(n2nccc2NC(=O)CCOc2ccccc2)CC1
[5] CC(=O)c1cccc(NC(=O)/C(=C\c2cccnc2)NC(=O)c2ccco2)c1
[6] CC1=CC(C)(C)n2c(O)c(N=N)c3c(C)c(C)cc1c32
[7] O=C1ON=C(c2ccc(Cl)cc2)/C1=C/c1ccc(O)cc1
[8] CCOc1ccc(NC(=O)C2CCCN2C(=O)OCc2ccccc2)cc1 (stereo unspecified)
[9] O=C(CSCc1ccccc1Br)N/N=C/c1ccc2c(c1)OCO2
[10] CCOC(=O)c1nnn(-c2ccc(OC)cc2)c1N

Screen / compound no.	1	2	3	4	5	6	7	8	9	10
West Nile antiviral	0.6%	-0.1%	-0.4%	0.2%	-0.1%	0.2%	-0.5%	-0.1%	-0.8%	-0.2%
NTR1 agonist	-1.2	-1.7	1.0	2.2	-0.5	38.5	66.0*	0.8	5.4	1.7
NTR1 agonist cell count 20 µM	58	51	60	45	87	71	34*	32	71	56
KOR beta-arrestin-1	0.7%	-2.6%	-1.1%	8.2%	-5.7%	4.6%	3.9%	7.6%	4.1%	-5.6%
GPR35 antagonists	13.0%	-20.3%	-9.2%	7.7%	5.8%	-4.8%	-7.1%	-17.6%	-3.8%	-10.6%
KOR beta-arrestin-2	-35.4%	-5.7%	15.8%	-28.6%	-14.6%	17.8%	-40.1%	-44.1%	8.5%	-9.4%
PhoP inhibition	-3.9%	-8.6%	9.3%	-8.4%	4.2%	-3.1%	-3.5%	-2.6%	-6.0%	5.2%
GPR55 beta-arrestin	-0.1%	-0.1%	0.3%	-0.1%	0.2%	0.5%	18.8%	-0.3%	-0.1%	0.4%
T cell modulator	i	i	i	i	i	i	i	i	i	i
T cell modulator vesicle-bound %	18.9	47.8	13.1	71.2	13.4	49.4	21.9	50.7	38.8	24.4
GPR55 LPI antagonism	-5.0%	1.6%	-4.9%	3.1%	3.4%	-0.4%	13.6%	-4.6%	9.4%	4.1%

[11] CN(CC1COCCO1)c1nc2nonc2nc1N1CCSCC1 (stereo unspecified)
[12] CCOc1ccc(Cn2c3ccc(OC)cc3c3nc4ccccc4nc32)cc1
[13] CCC(C)Sc1cc(C(F)(F)F)c(C(=O)Nc2ccc(Cl)cc2)cn1 (stereo unspecified)
[14] NC(=O)c1ccccc1NC(=O)CC12CC3CC(CC(Br)(C3)C1)C2
[15] CCCc1cc(Nc2ccccc2OCC)n2ncnc2n1
[16] CCOc1cc(N2CCOCC2)c(OCC)cc1NC(=O)COC(=O)c1cc(C)cc(C)c1
[17] Cn1cc(S(=O)(=O)N2CCN(c3ccccc3)CC2)c(=O)n(C)c1=O
[18] CCCC(=O)NC(c1ccc(OCC)cc1)c1ccc(OC)c(OC)c1 (stereo unspecified)
[19] O=S(=O)(NC1CC2CCC1C2)c1ccc2c(c1)OCCO2 (stereo unspecified)
[20] COc1ccc(NC(C)=O)cc1S(=O)(=O)N1CCN(C(=O)c2ccccc2F)CC1

Screen / compound no.	11	12	13	14	15	16	17	18	19	20
West Nile antiviral	1.0%	-0.7%	0.2%	-0.1%	0.3%	1.6%	0.2%	1.0%	-1.4%	0.8%
NTR1 agonist	0.1	.	4.8	0.0	-1.1	5.4	1.0	2.3	-1.7	1.1
NTR1 agonist cell count 20 µM	92	.	46	44	60	80	56	53	49	53
KOR beta-arrestin-1	3.5%	3.2%	7.5%	-0.6%	-1.2%	-4.9%	-3.1%	0.9%	-1.4%	6.2%
GPR35 antagonists	-0.7%	.	-11.6%	3.8%	5.8%	-2.8%	15.2%	48.1%	-5.5%	5.6%
KOR beta-arrestin-2	-16.8%	-22.1%	15.4%	-21.6%	18.1%	6.2%	17.6%	-0.8%	-16.6%	-10.5%
PhoP inhibition	2.4%	-94.5%	0.9%	-7.0%	2.7%	-1.0%	-1.5%	-2.5%	0.0%	-2.6%
GPR55 beta-arrestin	-0.3%	-0.3%	1.0%	-0.1%	-0.1%	-0.1%	-0.3%	-0.1%	0.2%	-0.1%
T cell modulator	i	i	i	i	i	i	i	i	i	i
T cell modulator vesicle-bound %	51.6	47.7	11.9	35.4	49.6	60.9	22.7	41.4	17.5	51.9
GPR55 LPI antagonism	19.8%	3.7%	6.4%	4.7%	10.2%	5.6%	2.8%	5.3%	-13.8%	-1.4%

[21] O=C1C(c2ccncc2)=C(O)c2ccccc21
[22] O=C(COC(=O)c1cccnc1Cl)Nc1ccc2c(c1)OCO2
[23] COC(=O)N1C(=O)[C@](c2ccsc2)(C(C)C)N1C(=O)OC
[24] CCC(Sc1nc(N)c(NC(=O)c2ccco2)c(=O)[nH]1)C(=O)O (stereo unspecified)
[25] O=C(Nc1nccs1)c1ccc(-c2ccc(F)cc2)o1
[26] CC(SCc1ccccc1)C(=O)N/N=C/c1ccc2c(c1)OCO2 (stereo unspecified)
[27] CCOC(=O)c1cnc(-c2ccccc2)nc1Oc1ccc(Cl)cc1
[28] CC1CCN(C2=NC(=O)/C(=C/c3cn[nH]c3-c3ccccc3)S2)CC1
[29] CC(C)C(NC(=O)c1ccccc1F)C(=O)NCc1ccccc1 (stereo unspecified)
[30] CCc1c(C)nc2nc(SCc3ccccc3)[nH]n2c1=O

Screen / compound no.	21	22	23	24	25	26	27	28	29	30
West Nile antiviral	-0.2%	0.4%	-0.3%	0.5%	-0.7%	0.1%	0.3%	-0.1%	-0.4%	-0.3%
NTR1 agonist	-0.8	-1.6	-0.3	-0.9	2.4	-0.8	5.3	1.0	-1.1	2.4
NTR1 agonist cell count 20 µM	55	55	96	56	50	52	58	42	39	88
KOR beta-arrestin-1	-4.1%	-2.9%	-5.8%	-5.7%	-4.6%	-1.0%	-0.7%	-0.9%	-6.6%	-6.3%
GPR35 antagonists	-5.6%	-4.5%	8.5%	-6.0%	13.0%	-8.8%	1.0%	-6.8%	-8.3%	10.3%
KOR beta-arrestin-2	28.6%	11.0%	-2.6%[20 µM]	38.6%	-1.3%	-17.3%	2.1%	-24.1%	-23.9%	-10.2%
PhoP inhibition	17.8%	-6.0%	-8.1%	-3.4%	-2.2%	2.3%	-9.0%	1.7%	-0.1%	4.9%
GPR55 beta-arrestin	-0.2%	-1.1%	0.2%	0.0%	-0.2%	-0.1%	-0.2%	-0.2%	0.7%	-0.1%
T cell modulator	i	i	i	i	i	i	i	i	i	i
T cell modulator vesicle-bound %	55.9	59.2	51.2	10.7	38.7	28.0	26.8	45.0	25.7	44.6
GPR55 LPI antagonism	-1.1%	5.0%	11.4%	15.6%	-0.9%	30.2%	11.0%	-3.1%	-10.7%	0.7%

# Single records, as listed above:
# `CN(CC1COCCO1)c1nc2nonc2nc1N1CCSCC1` (stereo unspecified) is listed with West Nile antiviral = 1.0%; NTR1 agonist = 0.1; NTR1 agonist cell count 20 µM = 92; KOR beta-arrestin-1 = 3.5%; GPR35 antagonists = -0.7%; KOR beta-arrestin-2 = -16.8%; PhoP inhibition = 2.4%; GPR55 beta-arrestin = -0.3%; T cell modulator = i; T cell modulator vesicle-bound % = 51.6; GPR55 LPI antagonism = 19.8%
# `CC(=O)c1cccc(NC(=O)/C(=C\c2cccnc2)NC(=O)c2ccco2)c1` is listed with West Nile antiviral = -0.1%; NTR1 agonist = -0.5; NTR1 agonist cell count 20 µM = 87; KOR beta-arrestin-1 = -5.7%; GPR35 antagonists = 5.8%; KOR beta-arrestin-2 = -14.6%; PhoP inhibition = 4.2%; GPR55 beta-arrestin = 0.2%; T cell modulator = i; T cell modulator vesicle-bound % = 13.4; GPR55 LPI antagonism = 3.4%

# The results go on:
[31] COc1cccc(C(=O)Nc2nc(-c3ccccc3)c(-c3ccccc3)o2)c1
[32] NC(=O)c1nsc(C(=O)N(c2cccc(O)c2)C(C(=O)NC2CCCC2)c2ccc(Cl)cc2)c1N (stereo unspecified)
[33] Cc1ccc(S(C)(=O)=N/C=C2\C(=O)c3sccc3N(C)S2(=O)=O)cc1 (stereo unspecified)
[34] O=C(Nc1ncc(Cc2ccccc2)s1)C1=NCCN1
[35] CC(=O)Nc1c(-c2ccccc2)nc2cc(C)ccn12
[36] COc1cc(/C=N/n2c(COc3ccccc3)n[nH]c2=S)cc(OC)c1OC(C)=O
[37] O=C(Oc1cccc(NC2=NS(=O)(=O)c3ccccc32)c1)c1ccncc1
[38] O=C(Nc1ccccc1Cl)C1CCCN(S(=O)(=O)c2cccc3cccnc23)C1 (stereo unspecified)
[39] CC(O)c1cccc(NC(=O)Nc2cccc(NC(=O)Nc3cccc(C(C)O)c3)c2)c1 (stereo unspecified)
[40] CC1CC(=O)C(C2c3ccccc3CCN2C(=O)CCl)C(=O)C1 (stereo unspecified)
[41] O=C(Nc1ccc([N+](=O)[O-])cc1)c1cc(Cl)sc1Cl
[42] Cc1ccc(OC(=O)c2cccc(S(=O)(=O)N3CCCC3)c2)c(-n2nc3ccccc3n2)c1

Screen / compound no.	31	32	33	34	35	36	37	38	39	40	41	42
West Nile antiviral	-0.4%	-0.5%	0.1%	0.4%	-0.1%	-0.9%	-0.1%	-0.4%	-0.1%	-0.1%	-0.1%	-0.5%
NTR1 agonist	6.7	7.1	0.4	-1.5	-1.4	-0.1	0.1	0.3	-0.3	-0.4	3.6	1.9
NTR1 agonist cell count 20 µM	78	51	45	62	66	76	35	65	42	96	70	81
KOR beta-arrestin-1	0.7%	-4.5%	.	-4.4%	-5.6%	2.9%	-8.5%	-0.1%	-3.0%	-3.0%	0.4%	-7.6%
GPR35 antagonists	-17.0%	-11.8%	-1.3%	-10.8%	-0.1%	-1.5%	-12.8%	11.1%	-1.0%	0.6%	14.1%	6.6%
KOR beta-arrestin-2	37.5%	-7.4%	14.4%	21.5%	-11.2%[20 µM]	-20.2%	-17.9%	-2.1%	16.3%	-13.0%	-7.8%	-19.2%
PhoP inhibition	8.4%	21.7%	-7.6%	-3.5%	4.8%	9.0%	-0.1%	3.6%	-4.8%	-5.2%	-6.4%	-0.5%
GPR55 beta-arrestin	-0.4%	-0.2%	-0.2%	0.2%	-0.3%	-0.1%	-0.1%	-0.2%	0.0%	0.8%	-0.2%	0.6%
T cell modulator	i	i	i	i	i	i	i	i	i	i	i	i
T cell modulator vesicle-bound %	40.4	25.8	34.7	28.5	54.2	9.1	32.9	3.2	22.4	57.4	31.0	5.4
GPR55 LPI antagonism	46.9%	-1.8%	-6.8%	10.9%	-13.5%	-9.5%	9.3%	-5.0%	1.8%	5.8%	9.9%	-6.5%

# Bioassay records: PubChem, several laboratories
